NALP3 yeast inh = inhibitors of NALP3 inflammasome in yeast. Yeast reconstituted NLRP3/ASC/caspase-1, beta-gal luminescence, 24 h. inhibition, % at 10 µM. hit rate 0.39% among 330,000. AID 2825;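 active = inhibition of 50% or more; inactive = inhibition below 50%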;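 also: plate controls were induced DMSO wells for no effect and uninduced yeast grown without galactose for full effect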
A3G deaminase = APOBEC3G (human) deaminase inhibition | inhibition, % at 20 µM | AID 493012 | Q9HC16 | hit rate 0.28% among 330,000 | recombinant A3G, ssDNA deamination FAM/TAMRA fluorescence;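 active = inhibition of at least 40% at 20 µM, with no more than 30% in the related APOBEC3A deaminase screen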;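 also: plate controls were DMSO wells with A3G for no effect and wells lacking A3G enzyme for full effect; some compounds called inactive have numbers as strong as hits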
hIAP act = increases human intestinal alkaline phosphatase activity; activation factor at 10 µM; purified human IAP, CDP-Star luminescence, 30 min; stronger effect = higher value; 1 = vehicle-only enzyme, 0 = enzyme-free background; P09923; hit rate 0.16% among 330,000;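 active = activation factor of the enzyme at least 2-fold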; also: the source names both 10 and 20 µM as test concentration; values of inactives mirror those of a sister screen read the other way
Target sequence (P09923 whole entry, looked up): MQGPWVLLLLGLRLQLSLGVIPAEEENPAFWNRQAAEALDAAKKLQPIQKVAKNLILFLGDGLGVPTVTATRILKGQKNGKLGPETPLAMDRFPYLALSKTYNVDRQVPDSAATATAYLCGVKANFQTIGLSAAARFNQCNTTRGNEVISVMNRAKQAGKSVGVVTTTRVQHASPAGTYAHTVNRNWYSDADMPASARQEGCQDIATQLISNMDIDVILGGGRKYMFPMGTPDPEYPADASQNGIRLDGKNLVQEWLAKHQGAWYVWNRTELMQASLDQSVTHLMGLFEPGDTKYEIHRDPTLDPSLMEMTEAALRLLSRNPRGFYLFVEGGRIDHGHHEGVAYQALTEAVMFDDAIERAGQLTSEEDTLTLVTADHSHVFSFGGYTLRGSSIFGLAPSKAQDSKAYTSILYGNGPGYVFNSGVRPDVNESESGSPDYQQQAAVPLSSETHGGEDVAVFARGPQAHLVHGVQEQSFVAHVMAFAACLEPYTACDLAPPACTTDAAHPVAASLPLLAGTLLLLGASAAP
A3A deaminase = blocks human APOBEC3A ssDNA deamination; P31941; recombinant A3A, FAM/TAMRA ssDNA deamination fluorescence; inhibition, % at 20 µM; hit rate 0.41% among 330,000; AID 493011;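 active = at least 40% inhibition at 20 µM here, with at most 30% in a related deaminase screen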;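 also: plate controls were A3A with DMSO for no effect and wells lacking A3A enzyme for full effect; some results filed as inactive read as strong as hits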
Target sequence (P31941 whole entry, looked up): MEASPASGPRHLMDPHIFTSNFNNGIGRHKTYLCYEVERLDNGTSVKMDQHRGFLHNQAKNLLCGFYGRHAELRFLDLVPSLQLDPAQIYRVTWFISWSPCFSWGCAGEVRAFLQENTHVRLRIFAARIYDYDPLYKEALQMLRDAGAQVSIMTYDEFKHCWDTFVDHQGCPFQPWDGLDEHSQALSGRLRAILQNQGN
mIAP inh = mouse IAP inhibition; AID 2806; inhibition, % at 10 µM; purified mouse IAP, CDP-Star luminescence, 30 min; hit rate 0.2% among 330,000;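 active = inhibition of at least 40% at 10 µM in the primary screen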;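 also: plate controls were DMSO with enzyme for no effect and no enzyme wells for full effect; values of inactives mirror those of a sister screen read the other way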
MIN6 prolif = MIN6 beta-cell proliferation induction; MIN6 cells proliferation, ATPlite luminescence, 48 h; cells starved in 0.2% serum; 100% = growth in 10% serum; proliferation, % at 10 µM; hit rate 0.29% among 330,000; AID 2380;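 active = compounds whose signal lies at least 3.5 SD above the mean of all wells on their plate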;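 also: 0% = DMSO-treated cells in low-serum medium and 100% = 10% serum control; some compounds called inactive have numbers as strong as hits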
mIAP act = increases mouse intestinal alkaline phosphatase activity; hit rate 0.24% among 330,000; muIAP, CDP-Star luminescence, 30 min; stronger effect = higher value; 1 = vehicle-only enzyme signal, 0 = enzyme-free wells; activation factor at 10 µM; AID 2805;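 active = activation factor of at least 2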; also: the source names both 10 and 20 µM as test concentration; values of inactives mirror those of a sister screen read the other way
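also added = chemiluminescent substrate CDP-Star | test system = mouse IAP enzyme | signal = chemiluminescence readout | compound = DMSO-dissolved test compounds | incubation = 30 min at room temperature | benchmarks = DMSO wells, no-enzyme wells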
hIAP inh = blocks human intestinal alkaline phosphatase; P09923; purified IAP, CDP-Star luminescence, 30 min; inhibition, % at 10 µM; hit rate 0.12% among 330,000; AID 2544;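 active = inhibition reaching a set limit with compound at 10 µM in the primary screen, cut at about 35% in these data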;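 also: plate controls were DMSO wells with enzyme for no effect and no-enzyme buffer wells for full effect; values of inactives mirror those of a sister screen read the other way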
SENP1 FRET inh = SENP1 (human) catalytic domain inhibition | Q9P0U3 | recombinant SENP1 catalytic domain, CyPet-SUMO1-YPet FRET cleavage | inhibition, % at 10 µM | hit rate 0.21% among 360,000 | AID 624204;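 active = inhibition at least 30% at 10 µM, raw YFP signal under a set limit, fluorescence ratio 0.5 to 1.5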;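 also: 0% = enzyme with DMSO and 100% = no enzyme wells; some results filed as inactive read as strong as hits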
Target sequence (Q9P0U3 419-644 limits assumed): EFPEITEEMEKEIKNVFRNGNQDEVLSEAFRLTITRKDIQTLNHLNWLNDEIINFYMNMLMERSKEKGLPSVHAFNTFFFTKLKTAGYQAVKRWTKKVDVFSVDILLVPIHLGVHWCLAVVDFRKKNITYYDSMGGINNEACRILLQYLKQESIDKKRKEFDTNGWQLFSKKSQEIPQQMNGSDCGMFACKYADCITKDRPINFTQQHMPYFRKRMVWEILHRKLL
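Compound: 10 µM single point, 0.5% DMSO; Test system: hSENP1 catalytic domain, recombinant; Timing: 50 min reaction at room temperature; Technique: FRET, CFP and YFP emission; Control set: no-enzyme wells low, DMSO-plus-enzyme wells high control.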
Numbers without * were called inactive. A portion of the library; the hit share may differ from the screen's.

SMILES	NALP3 yeast inh	A3G deaminase	hIAP act	A3A deaminase	mIAP inh	MIN6 prolif	mIAP act	hIAP inh	SENP1 FRET inh
CCCOP(=O)(c1ccc(N(C)C)cc1)C(O)c1cccnc1 (stereo not given)	2	-2	0.93	3	3	-1	0.97	7	2
Cc1ccc(NC(=O)COc2coc(CN3CCN(Cc4ccccc4)CC3)cc2=O)cc1	13	-5	1.1	-4	-2	-2	1	-13	1
Cc1ccc(CNC(=O)CCC(=O)Nc2nnc(C(C)C)s2)cc1	1	-3	1	-3	3	2	0.97	0	2
Cc1onc(-c2c(F)cccc2Cl)c1C(=O)N1CCN(c2ncc(Br)cn2)CC1	15	-2	1.1	1	-3	1	1	-10	2
O=C(Cc1ccc(Br)cc1)Nc1cccc(S(=O)(=O)N2CCOCC2)c1	8	-2	1.1	-3	-30	-7	1.3	-9	0
O=C(N/N=C1/CC2C=CCC12)c1cccs1 (stereo not given)	12	-5	0.94	-3	-1	0	1	6	-2
CCOC(=O)C1=C(CSCc2ccccc2)NC(=O)NC1c1cc(C)ccc1C (stereo not given)	-11	-6	0.98	2	-7	-5	1.1	2	1
CCOc1ccc(S(=O)(=O)Nc2cc(S(=O)(=O)N3CCOCC3)ccc2OC)cc1	7	-8	1	-1	-11	-2	1.1	0	1
Cc1ccc(NC(=S)N=Nc2c(O)n(C)c3ccc(S(=O)(=O)N4CCOCC4)cc23)cc1C	17	-5	1.1	-6	19	-6	0.81	-12	4
[N-]=[N+]=N[C@@H](CCN1CC[C@H](O)CCC1=O)c1ccccc1	8	-3	1	-2	-4	1	1	-1	0
COc1cc(OC)cc(OC(=O)C2CCN(C(=O)c3ccc(Cl)cc3)CC2)c1	17	-9	1	-4	-8	2	1.1	-2	-2
CCN=C1SC(CC(=O)Nc2sc3c(c2C#N)CCCC3)C(=O)N1CC (stereo not given)	12	-5	0.92	-2	10	-1	0.9	8	1
Cc1ccccc1C(=O)N1CCC(C(=O)Nc2ccc(S(=O)(=O)N3CCCCC3)cc2)CC1	11	5	1.3	26	-22	-1	1.2	-26	-1
NC(=O)CSc1nnc(-c2ccc(S(=O)(=O)N3CCOCC3)cc2)n1CC1CCCO1 (stereo not given)	-2	-1	1.1	1	5	-2	0.95	-13	-1
CCOc1ccc(-n2c(SCC(N)=O)nnc2-c2ccco2)cc1	14	-3	0.95	-6	4	-1	0.96	5	1
COCCOC(=O)C1=C(C)Nc2ncnn2C1c1ccc(F)cc1 (stereo not given)	2	-2	0.8	-1	0	-1	1	20	0
Cc1ccccc1NC1=C(Cl)C(=O)OC1OC(=O)c1ccco1 (stereo not given)	1	-3	1.1	-2	5	-5	0.95	-5	1
CC1SC(c2ccccc2Cl)NC1=O (stereo not given)	8	-9	1.1	-2	4	-3	0.96	-11	2
COC(=O)CC(NC(=S)NC(=O)c1ccccc1)c1ccc(Br)cc1 (stereo not given)	10	-3	0.87	-3	13	-6	0.87	13	-1
Clc1ccccc1CSc1nncn1NC/C=C/c1ccccc1	33	-10	1	1	-13	-3	1.1	-2	-2
CN(Cc1ccccc1)C(=O)c1ccc(NC(=O)Cc2cccc(NC(=O)C3CCN(C(=O)C4CCCC4)CC3)c2)cc1	15	-11	1	-6	-42	-2	1.4	-4	-2
O=C(Nc1ccccc1Cl)N(Cc1nc2ccccc2c(=O)[nH]1)Cc1cccs1	2	-9	1.1	-1	8	-1	0.92	-9	-2
CCOc1ccc(NC(=O)CN(C)C(=O)c2cc(C)oc2C)cc1OCC	10	-10	1	-1	3	5	0.97	-2	1
CN(Cc1ccccc1Cl)C(=O)c1cc2ccccc2o1	23	-11	0.92	-3	6	-4	0.94	8	-2
Cc1nnc(NC(=O)c2csc3c2CCC(C)C3)s1 (stereo not given)	35	-8	1.2	0	15	-2	0.85	-15	1

(next part)
SMILES	NALP3 yeast inh	A3G deaminase	hIAP act	A3A deaminase	mIAP inh	MIN6 prolif	mIAP act	hIAP inh	SENP1 FRET inh
NC(=O)NC(=O)CC1S/C(=N/N=C/c2ccccc2)NC1=O (stereo not given)	8	-5	1.1	-2	3	-2	0.97	-6	1
COc1ccc(OC)c(NC(=O)CSc2ncccn2)c1	16	-6	0.94	26	2	-1	0.98	6	-6
O=C(Nc1sc2c(c1C(=O)NCC1CCCO1)CCCC2)c1cccs1 (stereo not given)	5	5	1.1	0	8	-2	0.92	-9	-53
CCN(CC)CCN1C(=O)C(=O)/C(=C(/O)c2ccncc2)C1c1ccccc1 (stereo not given)	7	-7	1	-3	-9	-3	1.1	-2	3
O=C(CCSc1ccccn1)c1ccccc1	7	2	1.1	-5	-2	-6	1	-13	0
CCCNC(=O)c1ccc(OC)cc1OC	12	-6	0.94	-3	3	-1	0.97	6	2
CC(=O)Nc1ccc(NC(=O)c2sc(-c3ccccc3)nc2C)cc1	3	-5	0.98	-1	-2	-3	1	2	-1
O=C(O)CNc1nc(-c2ccccc2)nc2ccccc12	15	-3	1.1	0	-8	-3	1.1	-7	-2
Cc1oc(-c2ccccc2Cl)nc1Cn1cccc1C1=NC(c2ccccc2)CO1 (stereo not given)	4	-1	0.95	22	-4	-4	1	5	0
COC(=O)CC(=O)N1CCN(c2ccc(Cl)c(Cl)c2)CC1	-3	-10	1.1	-2	5	-4	0.95	-14	-18
Cn1cc(C(=O)NCN2CCCCC2)c2ccccc21	-15	-2	0.94	1	-4	-1	1	6	0
CS(=O)(=O)c1ccc(Cl)c(NC(=O)COC(=O)CNC(=O)c2sc3ccccc3c2Cl)c1	12	-9	1.1	-3	-7	-6	1.1	-8	3
CCOCC(=O)Nc1ccc(S(=O)(=O)N2CCC(c3nc4ccccc4[nH]3)CC2)cc1	22	4	1	0	-14	-5	1.1	-4	0
CCOC(=O)N/N=C/C(Cl)=C/c1ccccc1	35	0	1	2	-11	0	1.1	-2	3
Oc1ccc(Cl)cc1CNc1cccc2cccnc12	32	-2	1.2	6	5	-4	0.95	-16	-9
COc1cccc(Nc2ncccc2C(=O)O)c1	11	-4	1	-3	11	0	0.89	0	2
CCOc1ccccc1NC(=O)c1cccc(S(=O)(=O)N(Cc2ccccc2)c2ccccc2OC)c1	7	-2	1	-1	8	0	0.92	-5	3
CCOC(=O)c1cn(Cc2cccc(Cl)c2)nn1	13	-1	1.1	0	11	0	0.89	-14	1
COc1ccc(C(=O)OCCOc2cccc(Cl)c2)cc1S(=O)(=O)N1CCOCC1	10	-1	1.1	7	10	-2	0.9	-8	3
CCC(C)c1ccc(NC(=O)c2cnn3c(C(F)F)cc(C)nc23)cc1 (stereo not given)	12	-3	0.83	1	7	-3	0.93	16	0
CNC(=O)c1sc(-c2cccs2)nc1C	0	0	1	1	-6	-3	1.1	-1	1
Cc1nc(C)c(C(=O)N2CCCC(C(=O)c3ccc(Cl)cc3C)C2)s1 (stereo not given)	24	-7	0.84	-4	4	-2	0.96	16	1
Cc1cc(C)c(S(=O)(=O)NCC(c2ccc3c(c2)OCO3)N2CCOCC2)c(C)c1 (stereo not given)	19	-3	1	5	1	0	0.99	0	3
COc1cc(/C=C2/SC(=S)N(CC(=O)O)C2=O)ccc1OCC(=O)Nc1ccc(C)c(C)c1	16	-9	1.1	-5	5	-3	0.95	-12	-29
C/C(=N\N=C1\NC(=O)CS1)c1cccs1	21	-1	0.86	-1	8	-1	0.92	14	1

Later entries
SMILES	NALP3 yeast inh	A3G deaminase	hIAP act	A3A deaminase	mIAP inh	MIN6 prolif	mIAP act	hIAP inh	SENP1 FRET inh
O=C(COC(=O)CCC1CCCC1)Nc1cccc(S(=O)(=O)N2CCOCC2)c1	0	14	1.2	-2	5	-7	0.95	-20	3
COc1ccc([C@H]2CC(=O)C=C(c3cc(C=O)ccc3OC)C2)cc1OC	-9	-11	0.92	-4	5	7	0.95	8	-1
FC(F)Oc1ccc(-c2csc(=Nc3cccnc3)n2CC2CCCO2)cc1 (stereo not given)	12	-8	1	-2	2	-4	0.98	-5	0
Cc1nc2ccccc2n1C(=O)c1ccccc1[N+](=O)[O-]	3	-7	0.93	-1	-4	0	1	7	1
O=C(Nc1nccs1)c1cn2ccccc2n1	14	2	1.4	16	0	-4	1	-45	0
Cc1cc(OCc2cccc(S(=O)(=O)N3CCOCC3)c2)ccc1Cl	-31	-4	1.1	-1	22	-4	0.78	-14	0
Cc1ccc(S(=O)(=O)N2CCCCC2)cc1NC(=O)CSc1ncn[nH]1	22	-10	1.1	-1	-4	5	1	-5	-1
CCCN1C2CCCC1CC(NC(=O)c1ccccc1Br)C2 (stereo not given)	13	0	0.98	0	2	-1	0.98	2	5
CCCCn1c(NC(=S)Nc2ccccc2)nc2ccccc21	4	-7	1.2	-8	4	-3	0.96	-15	-1
C[C@@H](CN1CCC(Cc2ccccc2)CC1)[C@@H](O)c1ccc(O)cc1	1	-7	0.82	-2	1	0	0.99	18	1
O=C(NC(=S)Nc1ccc(Cc2ccncc2)cc1)c1ccccc1Cl	-4	-3	1.1	6	-7	-6	1.1	-12	2
O=C(N/N=C/c1cccc([N+](=O)[O-])c1)c1cccc2cc[nH]c12	15	-4	0.9	-3	8	2	0.92	10	2
COC(=O)C1=C(N)Oc2cc(C)n(CC3CCCO3)c(=O)c2C1c1ccccc1 (stereo not given)	20	-5	1	2	7	-3	0.93	-2	-1
CS(=O)(=O)c1ccc(C(=O)N2CCN(Cc3ccccc3)CC2)cc1	19	-5	1.2	0	3	0	0.97	-16	-1
CCOC(=O)CC1C(=O)NCCN1S(=O)(=O)c1ccc(C)cc1 (stereo not given)	13	-2	1	1	0	-4	1	0	2
Nc1c(S(=O)(=O)c2cccc(Cl)c2)c2nc3ccccc3nc2n1CCN1CCOCC1	-5	-5	0.98	0	2	0	0.98	2	-5
CCOC(=O)c1ccc(N2C(=O)CC(C3CCCO3)C2=O)cc1 (stereo not given)	17	-6	1.1	-3	8	-3	0.92	-10	2
Cc1ccc(N(CC(=O)NCC2CCCO2)S(C)(=O)=O)cc1Cl (stereo not given)	7	-1	1	2	-1	-2	1	-3	1
Cc1nn(Cc2ccccc2)c(C)c1C(=O)N1CCN(CC(=O)Nc2ccc(F)cc2)CC1	10	6	1.1	35	-2	-1	1	-9	1
COc1ccc2nc(C)cc(SCC(=O)N/N=C/c3ccc(O)c(O)c3)c2c1	29	4	1.1	7	38	1	0.61	-5	0
CCOC(=O)c1ccccc1NC(=O)CSc1nc2ccncc2[nH]1	7	-6	1.6	-3	5	-4	0.95	-58	-4
CC1CC(C)(C)NCCNC(C)CC(C)(C)NCCN1 (stereo not given)	-1	9	1	4	-18	-2	1.2	-4	-2
O=C(CSc1nnc(-c2ccc(F)cc2)c2ccccc12)Nc1ccccc1	7	-6	1.6	-1	9	-2	0.91	-64	2
COC(=O)c1cc2sc(Cl)cc2n1CC(=O)Nc1ccc(OC)c(OC)c1OC	-6	-4	1.1	-5	-62	-2	1.6	-15	-1

Compounds above containing a nitro group on carbon, in the order listed:
SMILES	NALP3 yeast inh	A3G deaminase	hIAP act	A3A deaminase	mIAP inh	MIN6 prolif	mIAP act	hIAP inh	SENP1 FRET inh
Cc1nc2ccccc2n1C(=O)c1ccccc1[N+](=O)[O-]	3	-7	0.93	-1	-4	0	1	7	1
O=C(N/N=C/c1cccc([N+](=O)[O-])c1)c1cccc2cc[nH]c12	15	-4	0.9	-3	8	2	0.92	10	2

Screens: PubChem BioAssay, Sanford-Burnham Center for Chemical Genomics
